# Bioassay records: PubChem BioAssay, several laboratories
# PP5 inh: blocks human protein phosphatase 5 activity | inhibition, % at 6.7 µM | 0.18% of 320,000 active | P53041 | purified PP5c, OMFP substrate fluorescence | AID 1987;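 active = inhibition above the campaign's mean inhibition across all tested compounds plus 3 SD, cut at about 9.5% in these data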;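 note: 0% = DMSO only and 100% = 100 µM cantharidin control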
# procasp3 activ: activates human procaspase-3; recombinant procaspase-3 D3A, Ac-DEVD-pNA absorbance 405 nm; activation, % at 8.5 µM; 0.11% of 330,000 active; AID 463141;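 active = activation above the mean of all tested compounds plus 3 SD, cut at about 21% in these data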;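 note: 0% = DMSO alone and 100% = DMSO wells spiked with extra 5 µM PC-3 D3A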
#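 assay system = Procaspase-3 D3A mutant | signal = absorbance at 405 nm, 0 and 120 min | times = 1 h preincubation plus 2 h reaction at 25 °C | repeats = single replicate | read-out = % activation between DMSO and enzyme-spiked controls | medium = Zinc-free HEPES saline buffer with Triton X-100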
# GRK2 inh: human GRK2 inhibition via aptamer displacement; P25098; bead flow cytometry, FAM-aptamer displacement from GRK2; inhibition of aptamer binding, % at 10 µM; 0.59% of 330,000 active; AID 488847;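 active = inhibition of aptamer binding above 40%, roughly 3 SD of noise, on plates passing a quality check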;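 note: median bead fluorescence of bound FAM aptamer so fluorescent compounds give negative values; no value below 0 was filed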
# Target sequence (P25098 whole entry, looked up): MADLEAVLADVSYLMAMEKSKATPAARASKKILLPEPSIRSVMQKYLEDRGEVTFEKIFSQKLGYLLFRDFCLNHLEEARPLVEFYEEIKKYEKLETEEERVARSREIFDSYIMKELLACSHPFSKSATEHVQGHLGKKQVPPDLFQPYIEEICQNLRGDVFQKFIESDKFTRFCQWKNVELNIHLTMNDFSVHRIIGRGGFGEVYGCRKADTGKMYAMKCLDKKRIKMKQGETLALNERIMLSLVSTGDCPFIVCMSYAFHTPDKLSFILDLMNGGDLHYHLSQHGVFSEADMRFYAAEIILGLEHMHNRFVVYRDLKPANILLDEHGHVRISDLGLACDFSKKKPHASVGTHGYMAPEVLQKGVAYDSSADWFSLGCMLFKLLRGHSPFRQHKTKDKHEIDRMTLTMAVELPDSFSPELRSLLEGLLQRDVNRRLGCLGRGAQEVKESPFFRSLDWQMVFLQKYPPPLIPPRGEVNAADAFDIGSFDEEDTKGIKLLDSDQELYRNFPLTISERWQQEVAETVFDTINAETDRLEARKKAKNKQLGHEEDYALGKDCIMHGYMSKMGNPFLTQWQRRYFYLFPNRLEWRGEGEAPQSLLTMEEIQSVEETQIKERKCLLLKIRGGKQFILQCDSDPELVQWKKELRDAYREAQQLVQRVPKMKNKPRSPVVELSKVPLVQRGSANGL
# VLA-4 inh: inhibition in a human VLA-4 binding assay. inhibition, % (about 7 µM as worked out from the volumes in the protocol). 0.2% of 330,000 active. P13612. VLA-4 expressing cells, ligand binding flow cytometry; in the data active = inhibition above about 50%
# proCasp7 act: counter-screen: procaspase-7 (human) activation. recombinant procaspase-7, Ac-DEVD-pNA absorbance 405 nm; D23A/D198A/D206A triple mutant, cannot self-cleave; scale: DMSO 0, 5 µM enzyme 100. activation, % at 8.5 µM. 0.093% of 330,000 active;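 active = percent activation above the screen-wide mean plus 3 SD, cut at about 25% in these data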
# Target sequence (P55210 whole entry D23A/D198A/D206A): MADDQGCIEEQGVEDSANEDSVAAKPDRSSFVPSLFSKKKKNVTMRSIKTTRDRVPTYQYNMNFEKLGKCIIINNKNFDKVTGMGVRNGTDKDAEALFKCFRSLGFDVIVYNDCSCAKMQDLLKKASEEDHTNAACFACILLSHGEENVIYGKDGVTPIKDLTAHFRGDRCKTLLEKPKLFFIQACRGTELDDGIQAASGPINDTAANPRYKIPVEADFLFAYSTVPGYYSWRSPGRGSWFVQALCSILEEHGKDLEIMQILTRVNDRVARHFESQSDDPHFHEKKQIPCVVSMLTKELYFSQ
#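 signal = Epi-absorbance of released pNA at 405 nm, two timepoints | assay system = Uncleavable procaspase-7 mutant enzyme | reagent = Ac-DEVD-pNA substrate, 400 µM as added | times = 1 h enzyme–compound preincubation and 2 h substrate reaction, both 25 °C | benchmarks = low DMSO alone, high DMSO plus 5 µM PC-7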
# PP1 inh: PP1-alpha (human) inhibition in PP5 counter-screen | AID 2235 | purified PP1alpha, OMFP fluorescence | 0.9% of 320,000 active | inhibition, % at 6.7 µM;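 active = inhibition above the mean inhibition of all tested compounds plus 3 SD, computed separately for each screening campaign, cut at about 15% in these data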
# core dimer inh: HCV core protein dimerization inhibition | TR-FRET GST/Flag-core106 dimerization, 1536-well | inhibition, % at 5 µM | 0.33% of 300,000 active;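 active = inhibition above the mean of all tested compounds plus 3 SD, set per screening campaign, cut at about 45% in these data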
#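 System: GST-tagged and Flag-tagged HCV core protein residues 1-106 / Input: core106 proteins, GST 13.5 nM and Flag 17 nM / Buffer or medium: KF-containing HEPES buffer, pH 7.45, DTT, CHAPS, BSA / Probe or stimulus: Eu-anti-GST and XL665-anti-Flag labelled anti-tag antibodies / Schedule: 4 h, 22.5 °C incubation / Technique: TR-FRET 671 and 617 nm emission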
# Fh CTSL1 inh: cathepsin L1 inhibition, PFM18AAP counter-screen | recombinant F. hepatica cathepsin L1, Z-Leu-Arg-MCA fluorescence | inhibition, % at 5.96 µM | 0.49% of 300,000 active | AID 1906;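 active = inhibition above the mean of all tested compounds plus 3 SD, set per screening campaign, cut at about 17% in these data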;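 note: 0% = plate median of test compound wells and 100% = 1 µM Z-Phe-Ala-diazomethylketone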
# GASC-1 inh: inhibitors of human GASC-1 (JMJD2C) demethylase | 0.069% of 330,000 active | GST-JMJD2C(1-420) H3K9me3 demethylation, DELFIA europium | Q9H3R0 | inhibition, % at 2.35 µM;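 active = more than half of a compound's replicate wells show inhibition beyond 50%, single wells judged on their own value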;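 note: signal counts dimethyl H3K9 product captured on neutravidin plate; 0% = median of DMSO wells and 100% = 0.3 times that DMSO median; strong numbers were not always called active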
# Active calls of the source: *; . = no result given; & = joins results of further samples.
SMILES,PP5 inh,procasp3 activ,GRK2 inh,VLA-4 inh,proCasp7 act,PP1 inh,core dimer inh,Fh CTSL1 inh,GASC-1 inh
CCOC(=O)[C@H](CCc1ccccc1)N[C@@H](C)C(=O)N1CCC[C@H]1C(=O)O,-2.5&-1.8,6.2&1.9,0.0&0.0,6.2&3.9,-5.8&0.5,-2.5&1.0,7.6&-5.5,-2.1&0.4,33.7
O=C(Nc1ccccc1)OCCCc1ccccc1,3.8,-3.3,2.0,2.0,1.7,-6.1,8.4,-5.2,-2.1
Cc1c(C#N)c(N)c(C(=O)c2ccccc2)n1Cc1ccccc1,1.4,-8.3,4.0,-5.0,8.1,-1.2,3.7,5.9,-6.3
CCC1CCC(C(=O)NC(CCSC)C(=O)NCCN(CC(C)C)CC(C)C)CC1 (stereo not drawn),0.9,0.7,0.0,3.5,3.6,-3.5,0.4,30.9*,-0.7
O=C(COC(=O)COc1ccc2ccccc2c1)Nc1cc(C(F)(F)F)ccc1N1CCOCC1,5.4,5.6,3.0,3.3,-3.3,-0.3,-1.6,-0.8,-2.8
CC1(C)Oc2ccc(C(=O)NC3CC3)cc2N(CC(=O)N2CCOCC2)C1=O,3.5,-2.5,0.0,2.9,-2.5,4.7,-1.9,4.3,-8.0
Cc1nn(-c2ccccc2)c2c1c(C)c(CCC(=O)N1CCOCC1)c(=O)n2C,2.3,-1.5,0.0,-112.0,13.4,-0.7,-0.8,1.6,-11.2
O=C(COc1ccc(C(F)(F)F)cc1[N+](=O)[O-])Nc1cccc(C(F)(F)F)c1,2.4,-0.9,0.0,6.5,18.5,-0.4,7.8,-4.5,0.4
CC(=O)c1ccc(OCc2cc(C(=O)NCCc3ccc(Cl)cc3)no2)cc1,-1.8,6.2,0.0,4.8,8.0,3.4,8.7,1.1,6.8
O=C1NC(=Nc2ccc(F)cc2)SC1Cc1ccc(F)cc1 (stereo not drawn),0.7,9.7,1.0,0.0,5.0,5.6,0.6,-6.2,6.8
CCOC(=O)c1cccc(NS(=O)(=O)Cc2ccccc2)c1,0.0,-7.0,2.0,13.0,-3.4,-6.5,5.2,4.1,-1.7
CCC(CC)c1nnc(NC(=O)CCN2C(=O)c3ccccc3C2=O)s1,1.8,3.5,3.0,16.6,8.3,-0.8,13.7,-2.5,6.9
Cc1ccc(NC(=O)c2ccncc2)cc1S(=O)(=O)N(C)C,1.4,-5.1,0.0,-4.0,3.3,1.6,-6.3,-4.8,-34.1
COc1ccc(CN2CCN(Cc3ccc(C)cc3)CC2)c(OC)c1,2.8,6.2,0.0,7.2,1.5,-0.1,-3.4,-13.7,7.3
O=C1CCCC2=C1C(c1cccs1)CC(=O)N2c1ccc(F)cc1 (stereo not drawn),1.4,3.0,0.0,12.8,10.9,-3.3,1.1,-1.0,-28.0
S=c1[nH]nc(-c2ccco2)n1-c1ccc(Br)cc1,2.0,-8.8,2.0,-7.4,-23.7,-2.1,1.9,-1.2,-3.5
O=C(Nc1ccncc1)c1ccccc1[N+](=O)[O-],-1.0,0.5,1.0,-2.2,4.5,-1.4,-0.4,3.2,2.1
CCOC(=O)c1[nH]c(C)c(C(=O)Nc2cc(OC)ccc2OC)c1C,-2.0,-2.4,4.0,13.1,-6.5,-3.3,-2.0,0.7,13.4
O=C(COc1ccc2ccc(=O)oc2c1)NCc1ccccn1,-0.5,-3.7,3.0,-21.7,-9.7,-3.8,-11.4,-8.5,6.7
COc1ccc(NC(=O)N2CCCC2C(=O)Nc2ccc(C)cc2)cc1 (stereo not drawn),2.6,11.5,1.0,-6.0,-4.5,0.0,0.2,-4.7,-19.4
O=C(NCc1ccc(Cl)cc1)c1cnccn1,-1.7,2.4,2.0,9.3,3.6,-0.8,1.2,-0.8,-3.4
Cc1ccc(-c2csc(NC(=O)Cc3cccs3)n2)cc1C,1.1,1.8,6.0,7.7,3.4,-0.3,22.8,0.1,5.6
O=C(NC1CCCCC1)c1ccc(CS(=O)(=O)Cc2ccccc2F)o1,0.4,6.2,4.0,1.9,9.4,0.9,-1.1,6.6,12.9
OCCNc1nc(-c2ccccc2)nc2ccccc12,2.6,4.7,1.0,5.6,-2.6,3.7,-1.7,1.4,3.8
CCc1ccc(-n2nc3ccc(NC(=O)c4ccc5c(c4)OCO5)cc3n2)cc1,1.0,6.9,2.0,10.3,4.8,6.0,13.3,1.0,2.1
COc1cccc(-c2nnc(SCC(=O)N(C(C)C)C(C)C)o2)c1,2.8,-8.4,0.0,0.3,-2.4,-3.7,9.5,-4.0,-2.8
O=C1C2CCCN2C(c2ccc(F)cc2)N1c1ccc(Cl)cc1 (stereo not drawn),-1.4,3.0,0.0,13.4,0.1,-3.1,4.0,-1.6,14.8
Clc1ccc2oc3c(Cl)ncnc3c2c1,2.4,8.3,3.0,11.1,0.0,-1.2,3.7,-0.8,7.4
O=C(Nc1cc(C(F)(F)F)ccc1-n1cncn1)c1cn2ccccc2n1,.,3.3,0.0,4.6,-3.3,.,.,.,-10.2
CCN(CC(=O)NCc1cccs1)CC(=O)Nc1ccccc1C,-0.7,1.8,0.0,10.2,-3.1,-2.9,.,.,15.3
COc1c(S(=O)(=O)NCCCn2ccnc2)ccc(Cl)c1Cl,1.0,0.6,0.0,12.9,-0.2,2.1,1.0,-1.3,1.8
CN1CCN(S(=O)(=O)Cc2ccccc2Cl)CC1,0.8,9.1,5.0,-14.0,10.9,-5.8,-5.0,-3.0,1.4
Cc1ccc(SCC(=O)NC(=O)NCCC(C)C)c(C)c1,5.3,9.6,0.0,3.8,2.0,5.2,1.2,1.8,-6.2
N#Cc1cc(Oc2cccc3cccnc23)c(-n2nnc3ccccc32)cc1C#N,6.2,-7.4,3.0,-2.2,-8.0,15.8*,2.4,-3.4,-7.3
O=c1c(Cl)c(NCCCO)cnn1-c1nc2ccccc2[nH]1,0.3,1.4,3.0,12.7,-2.3,6.0,-47.2,1.4,-3.8
Cc1cccc(C(=O)NCC(=O)NC2CCC(C)CC2)c1 (stereo not drawn),1.2,-1.1,3.0,7.8,5.1,-4.2,1.8,-1.6,-14.2
Cn1nc(C(F)(F)F)c(-c2ccccc2)c1NC(=O)c1cccnc1,-1.7,-5.7,2.0,17.2,0.6,-0.9,-1.9,-2.6,2.3
CCOC(=O)C1=C(C)N=c2s/c(=C\c3cc(OC)c(OC)c(OC)c3)c(=O)n2C1/C=C/c1ccccc1 (stereo not drawn),1.3,-4.6,10.0,-5.5,-1.3,-0.4,6.8,-1.8,-0.2
O=C(O)C1CC(O)CN1S(=O)(=O)c1ccc2ccccc2c1 (stereo not drawn),0.5,-1.8,1.0,6.6,0.8,-2.3,.,.,5.4
Cc1ccc(/C=N/N2C(=O)C3C(C2=O)C2C=CC3C23CC3)o1 (stereo not drawn),6.3,-7.9,1.0,1.0,2.1,-2.2,0.1,0.1,-4.7
Nc1nc(-c2ccccc2)c(N=Nc2ccccc2Cl)s1,3.8,-9.6,1.0,9.6,-1.4,-1.3,-3.8,4.0,-4.2
COc1cccc(OC)c1CNC(=O)C1CCC(=O)N(CC2CCCCC2)C1 (stereo not drawn),0.1,2.8,2.0,8.2,-1.7,-2.6,4.3,0.9,-1.3
COc1ccc(C2CC(c3cccs3)=NN2S(C)(=O)=O)cc1 (stereo not drawn),0.7,-2.6,1.0,0.5,-3.4,-2.1,-3.2,-2.2,10.3
O=C(O)c1cc([N+](=O)[O-])ccc1NCc1ccccc1,-2.1,-6.0,0.0,-8.2,8.5,0.3,-1.4,-1.8,-2.0
COCCCN1C(=O)c2ccc(C(=O)Nc3ccc(C)cc3C)cc2C1=O,0.4,3.6,2.0,5.8,20.8,-4.2,-5.0,-2.4,0.6

# Taken from above:
# For PP1 inh, CCOC(=O)c1cccc(NS(=O)(=O)Cc2ccccc2)c1 reads -6.5
# For GASC-1 inh, Cc1ccc(/C=N/N2C(=O)C3C(C2=O)C2C=CC3C23CC3)o1 (stereo not drawn) reads -4.7
# For procasp3 activ, O=C(Nc1cc(C(F)(F)F)ccc1-n1cncn1)c1cn2ccccc2n1 reads 3.3

# New compounds follow
SMILES,PP5 inh,procasp3 activ,GRK2 inh,VLA-4 inh,proCasp7 act,PP1 inh,core dimer inh,Fh CTSL1 inh,GASC-1 inh
COc1ccc(N=c2oc3cc(O)ccc3cc2C(=O)Nc2ccccn2)cc1OC,3.6,4.0,0.0,-10.5,6.0,0.5,4.2,3.7,-4.9
CC(=O)OCC(=O)N1CCN(c2ccc([N+](=O)[O-])cc2)CC1,-1.7,3.6,3.0,12.0,4.7,-4.4,-2.8,-5.9,-2.4
O=C(O)c1ccc(N/N=C/c2cn(Cc3ccccc3F)c3ccccc23)cc1,1.3,-9.1,4.0,1.7,-12.8,4.2,-2.2,6.8,-8.5
COc1ccc(CCNC(=O)C2CCN(c3nccc(C)n3)CC2)cc1,2.7,3.8,1.0,4.6,4.9,-3.8,-5.2,0.5,8.1
Cc1ccc(CSCC(=O)Nc2c(C)n(C)n(-c3ccccc3)c2=O)cc1,1.1,1.7,0.0,-3.6,-3.9,-3.0,0.7,0.9,-1.7
CCOc1ccc(Br)cc1/C=N/NC(=O)c1ccncc1,-1.6,2.4,0.0,3.0,10.1,-3.7,-1.0,-0.6,-11.0
O=C(OCCN1CCCC1=O)c1cncc(Br)c1,0.4,-2.0,3.0,-2.3,-2.1,-0.8,3.5,-1.5,-4.6
COc1cc(/C=C2/C(=N)N3N=C(C)SC3=NC2=O)ccc1OS(=O)(=O)c1ccc(C)cc1,1.1,-1.7,1.0,4.6,-7.8,3.1,11.3,0.8,4.0
Cc1cc(C)n(CC(=O)N/N=C/c2ccco2)n1,2.5,3.0,7.0,-1.5,2.3,-1.7,-2.1,2.2,-3.4
Cc1nnc(SCc2ccc(C(=O)O)cc2)s1,-1.3,-1.6,0.0,-9.3,-8.7,1.7,-10.1,6.3,8.7
CCOC(=O)Nc1ccc2c(COC(=O)CN(C)S(=O)(=O)c3ccc(C)cc3)cc(=O)oc2c1,-0.9,9.8,4.0,0.2,5.5,-2.7,19.6,-1.8,-17.0
Cc1ccccc1CN(C)C(C)C(=O)Nc1ccccc1F (stereo not drawn),2.6,-0.9,0.0,8.1,-3.0,-0.7,1.1,-37.2,9.0
COc1ccccc1Nc1nnc(Cc2ccccc2)c(=O)[nH]1,1.7,-8.1,3.0,-2.6,-5.1,-5.7,-1.1,8.8,4.0
CN(CCc1cn[nH]c1)C(=O)CC1C(=O)NCCN1Cc1ccccc1C(F)(F)F (stereo not drawn),3.6,1.8,0.0,6.4,1.2,-1.6,7.3,5.8,-8.0

# 3 compounds from above, ordered by the number in GRK2 inh, lowest first.
Molecule	PP5 inh	procasp3 activ	GRK2 inh	VLA-4 inh	core dimer inh	GASC-1 inh
CN(CCc1cn[nH]c1)C(=O)CC1C(=O)NCCN1Cc1ccccc1C(F)(F)F (stereo not drawn)	3.6	1.8	0.0	6.4	7.3	-8.0
COc1cc(/C=C2/C(=N)N3N=C(C)SC3=NC2=O)ccc1OS(=O)(=O)c1ccc(C)cc1	1.1	-1.7	1.0	4.6	11.3	4.0
CC(=O)OCC(=O)N1CCN(c2ccc([N+](=O)[O-])cc2)CC1	-1.7	3.6	3.0	12.0	-2.8	-2.4
